# Screens as filed in PubChem.
# CHT allo act: allosterically activates the human high affinity choline transporter; CHT-expressing cells, membrane potential dye, choline EC20; stronger effect = higher value; LV-AA mutant CHT in HEK293 cells; actives 0.49% (n = 310,000); AID 488977; Q9GZV3; B-score at 10 µM;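 active means initial fluorescence not abnormally high and integrated response B-score, plate-corrected, over 3 SD above library mean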
# Target sequence (Q9GZV3 whole entry, looked up): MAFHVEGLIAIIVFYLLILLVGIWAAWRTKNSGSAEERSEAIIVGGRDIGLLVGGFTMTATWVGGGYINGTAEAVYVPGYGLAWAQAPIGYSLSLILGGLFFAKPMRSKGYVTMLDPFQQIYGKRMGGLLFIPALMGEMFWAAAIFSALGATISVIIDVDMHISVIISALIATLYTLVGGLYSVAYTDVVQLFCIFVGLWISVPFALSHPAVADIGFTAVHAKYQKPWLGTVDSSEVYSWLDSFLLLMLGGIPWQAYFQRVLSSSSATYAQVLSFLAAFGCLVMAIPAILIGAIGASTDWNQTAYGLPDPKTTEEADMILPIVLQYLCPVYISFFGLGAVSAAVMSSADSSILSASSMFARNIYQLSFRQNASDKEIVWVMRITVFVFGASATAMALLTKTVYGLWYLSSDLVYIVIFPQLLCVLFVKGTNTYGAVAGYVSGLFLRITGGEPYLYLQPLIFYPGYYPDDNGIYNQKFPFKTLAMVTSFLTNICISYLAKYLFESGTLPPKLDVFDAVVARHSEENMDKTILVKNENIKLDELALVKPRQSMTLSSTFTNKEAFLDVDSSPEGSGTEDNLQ
# STK33 inh: human STK33 kinase inhibition; purified STK33, MBP phosphorylation, ADP-Glo luminescence; inhibition, % at 10 µM; actives 0.073% (n = 320,000); AID 2661;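 active means inhibition at or above 25%, using the most active replicate where run in duplicate; inactive means inhibition below 25%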
# Target sequence (Q9BYT3 whole entry, looked up): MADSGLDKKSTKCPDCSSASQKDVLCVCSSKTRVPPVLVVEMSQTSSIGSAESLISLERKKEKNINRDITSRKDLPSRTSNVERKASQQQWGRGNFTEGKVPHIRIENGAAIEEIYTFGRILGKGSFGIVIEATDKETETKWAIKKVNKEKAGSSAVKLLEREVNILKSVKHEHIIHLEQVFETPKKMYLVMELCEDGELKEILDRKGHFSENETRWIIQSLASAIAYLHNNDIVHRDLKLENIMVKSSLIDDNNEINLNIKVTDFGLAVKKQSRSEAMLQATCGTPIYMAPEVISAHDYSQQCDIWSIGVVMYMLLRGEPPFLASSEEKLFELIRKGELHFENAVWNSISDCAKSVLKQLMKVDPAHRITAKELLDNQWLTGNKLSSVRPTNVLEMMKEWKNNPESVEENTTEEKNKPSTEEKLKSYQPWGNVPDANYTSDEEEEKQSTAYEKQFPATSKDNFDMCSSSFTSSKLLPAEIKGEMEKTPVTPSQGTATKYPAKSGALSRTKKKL
# CHT inh: inhibitors of human choline transporter CHT. Q9GZV3. CHT-expressing cells, membrane potential dye, choline response; stronger effect = lower value. B-score at 10 µM. actives 0.86% (n = 310,000). AID 488975;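 active means B-score over 3 SD under the library average, and starting fluorescence ratio not unusually high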;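 further: choline stimulus applied at its EC90 after an EC20 pre-addition; B-score computed on integrated fluorescence ratio after choline addition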
# The depositor's hits bear a star; i = inactive; . = not tested or not shown.
SMILES,CHT allo act,STK33 inh,CHT inh
Cc1nn(CCOc2ccccc2Cl)c(C)c1[N+](=O)[O-],i,-0.1,i
COc1ccc(C)cc1NC(=O)COC(=O)c1ccccc1SCC(=O)N1CCCC1,i,-1.5,i
Cc1ccc(NC(=O)CCNC(=O)c2ccco2)cc1F,i,-0.8,i
NC(=S)N=Nc1c(O)n(CCCl)c2ccc(Br)cc12,i,-1.0,i
COc1cccc(NC(=S)C(C#N)=C2N(C)c3ccccc3N2C)c1,i,-0.5,i
CC(CCc1ccccc1)NC(=O)COC(=O)c1ccc(NC(=O)CC#N)cc1 (stereo not given),i,-1.4,i
O=C(Nc1ccc(Cl)cc1)/C(=C/c1cccc(O)c1)c1nc2ccccc2s1,i,-0.1,i
COCCNCCCCOc1ccc(Br)cc1C,i,1.0,i
Cc1[nH]c2ccccc2c1/C=N/NC(=O)c1cccs1,i,2.5,i
N#CC1=C(N)Oc2cc(O)ccc2C1c1cccs1 (stereo not given),i,0.2,i
CC(C)CCNC(=O)CSc1nc2ccsc2c(=O)n1NC(=O)c1ccccc1,i,-0.4,i
CCCCCc1c(C)nc(Nc2nc(C)c3cc(OC)ccc3n2)[nH]c1=O,i,-0.3,i
Cc1ccc(P(=O)(O)c2ccc(C)cc2)cc1,i,0.5,i
CCOC(=O)c1c(C)[nH]c(C)c1S(=O)(=O)NCCc1ccc(SC)cc1,i,-0.6,i
Cc1ccc(C(=O)OCC(=O)NCCNC(=O)COC(=O)c2ccc(C)s2)s1,i,-1.2,i
CCN(CC)CCN(C(=O)c1ccc2c(c1)CCCC2)c1nc2cc(OC)c(OC)cc2s1,i,-1.5,i
Cc1ccc(-c2nn(-c3ccccc3)cc2CO)cc1,i,-1.4,i
NC(=O)NC(=O)c1nccnc1C(=O)O,i,-0.2,i
COc1ccc(-c2c(C)oc3c(CN4CCN(CCO)CC4)c(O)ccc3c2=O)cc1OC,i,-0.8,i
O=C(COC(=O)c1cccs1)Nc1ccccc1,i,-0.5,i
CCOC(=O)CN1C(=O)C(C)(C)Oc2ccc(C(=O)Nc3ccccc3)cc21,i,0.5,i
CC(Oc1ccc2ccc(=O)oc2c1)C(=O)NC1CC(C)(C)NC(C)(C)C1 (stereo not given),i,-0.5,i
Cc1ccc(C)c(S(=O)(=O)N2CCN(C(=O)c3cnccn3)CC2)c1,i,0.2,i
CCCc1nc2c(s1)CCc1onc(-c3ccc(OC)cc3)c1-2,i,-1.8,i
CC(C)=N/N=c1\scc(C)n1Cc1ccco1,i,-1.9,i
c1ccc(Nc2nc(NCC3CCCO3)c3ccccc3n2)cc1 (stereo not given),i,2.7,i
Cc1c(OCC(=O)NCc2ccccn2)ccc2c3c(c(=O)oc12)CCCC3,i,-0.9,i
Cc1ccc2nc(NC(=S)NC(=O)c3ccco3)sc2c1,i,2.0,i
O=C(CCSc1nnc(-c2ccco2)o1)Nc1ccc(Cl)cc1,i,-1.6,i
CCO[C@H]1OC(C(=O)NCc2nc3ccccc3[nH]2)=C[C@@H](C)[C@@H]1CCCO,i,-0.8,i
CCCCCCC1(C)NC(=S)N(c2ccccc2)N1 (stereo not given),i,-0.9,i
O=C(CSc1ccc(-c2ccco2)nn1)NCCc1ccccc1,i,-1.8,i
COc1cccc(C(=O)Oc2cc3c4c(c2)C(C)=CC(C)(C)N4C(=O)C3=O)c1,i,-1.7,i
CCOc1ccc2nc(NC(=O)COc3ccc(N(C)S(=O)(=O)c4ccc(C)cc4)cc3)sc2c1,i,-0.9,i
Cn1c(CNC(=O)c2ccccc2F)nnc1SCc1ccc(F)cc1,i,0.5,i
Cc1ccccc1NC(=S)N/N=C/C(C)c1ccccc1 (stereo not given),i,-1.5,i
CCCN(CCC)CCCn1c(=O)[nH]c2ccccc21,i,-0.3,i
O=C(O)/C(=C\c1cccc(F)c1)c1ccc(S(=O)(=O)N2CCCCC2)s1,i,-2.6,i
CCCN(CC(=O)Nc1cc(Cl)ccc1Cl)C(=O)c1ccccc1SCC(=O)N1CCCC1,i,.,i
Cc1ccc(N(C=NC#N)CC(=O)N2CCN(c3ccccc3)CC2)cc1,i,-0.1,i
CC(C)(C#CC(O)(c1ccccc1)c1ccccc1)N1CCCCC1,i,-2.2,i
O=C(/C=C/c1ccccc1[N+](=O)[O-])NC1CCCC1,i,0.2,i
Cc1ccc(C(=O)C(OC(=O)CN2C(=O)c3ccccc3C2=O)c2ccccc2)cc1C (stereo not given),i,-0.5,i
O=C(Nc1nc2ccccc2[nH]1)c1cccs1,i,0.7,i
CCN1CCN(C(=O)CN(c2ccccc2C)S(C)(=O)=O)CC1,i,-2.4,i
CCN(Cc1ccccc1)C(=O)CSc1nc(C)cc(=O)[nH]1,i,-0.3,i
O=C(CSc1nc2cccnc2n1Cc1ccccc1)NCc1ccco1,i,-1.6,i
O=C(NC1CCCc2ccccc21)c1cc(S(=O)(=O)N2CCOCC2)ccc1F (stereo not given),i,-1.5,i
CCc1cccc(C)c1NC(=S)NCC(c1cccnc1)N(C)C (stereo not given),i,.,i
CSc1ccc(S(=O)(=O)NCc2ccc(Cl)cc2Cl)cc1,i,-0.7,i
C/C(=N\NC(=O)c1nnn(-c2nonc2N)c1CSc1ccccc1)c1cccnc1,i,-0.6,i
Cc1ccc(/C=C/C(=O)NCc2ccncc2)cc1,i,-0.1,i
CCCn1cnc2scc(-c3ccc(C)c(C)c3)c2c1=O,i,-1.2,i
CCN1C=C(Cc2ccccc2C)C2=C(C1)C(c1ccccc1C)C(C#N)=C(N)O2 (stereo not given),i,-1.2,i
O=C(Nc1cc(=O)[nH]c(=O)[nH]1)c1cccc(Br)c1,i,-0.7,i
Cc1cccc(C2=NNC(=O)C(c3ccc(Cl)cc3)C2)c1 (stereo not given),i,-0.3,i
O=C(NCCCn1ccnc1)c1ccc(Cl)cc1[N+](=O)[O-],i,6.2,i
COc1ccc(CC(=O)Nc2nnc(-c3cccc([N+](=O)[O-])c3)s2)cc1,i,-0.8,i
Cc1nnc(C)c2c(C)n(-c3cccc4cccnc34)c(C)c12,i,1.7,i
COCCN(C(=O)COC(=O)CSc1ccc(Cl)cc1)c1c(N)n(Cc2ccccc2)c(=O)[nH]c1=O,i,0.4,i
# Later entries.
SMILES,CHT allo act,STK33 inh,CHT inh
O=C(COC(=O)c1ccc(O)cc1O)NC1CCS(=O)(=O)C1 (stereo not given),i,0.1,i
O=C(NCc1n[nH]c(=O)c2ccccc12)C1CC(=O)N(c2ccccc2)C1 (stereo not given),i,2.5,i
CCOC(=O)c1c(C)[nH]c(C)c1S(=O)(=O)N(C)CC(=O)N1CCN(c2ccc(OC)cc2)CC1,i,-1.1,i
CC(=O)c1ccc(N2CCN(C(=O)C3CCN(S(=O)(=O)c4cccs4)CC3)CC2)cc1,i,-1.0,i
COc1ccc([N+](=O)[O-])cc1COc1ccc2c(-c3ccccc3)cc(=O)oc2c1,i,-2.4,i
COc1ccccc1-c1noc(-c2ccncc2)n1,i,1.2,i
c1ccc2c(c1)CC1(CCCC1)n1nnnc1-2,i,-3.2,i
Cn1cc(/C=C/c2cc[n+](C)cc2)c2cc(F)ccc21,i,0.2,i
COc1cc(/C=C/C(=O)Nc2cccc(S(=O)(=O)NC3=NCCCCC3)c2)ccc1OCC#N,i,-0.4,i
COC(=O)c1nnn(CC(=O)NC(=O)Nc2cccc(C)c2C)c1C(=O)OC,i,-1.3,i
Cc1cc(C)n(CC(O)CN2c3ccccc3Sc3ccccc32)n1 (stereo not given),i,-1.1,i
COc1cc(/C=N/N=C/c2cc(OC)c(O)c(OC)c2)cc(OC)c1O,i,-3.9,i

# Part of the list above, field by field.
COc1ccccc1-c1noc(-c2ccncc2)n1
  CHT allo act: i
  STK33 inh: 1.2
  CHT inh: i

c1ccc2c(c1)CC1(CCCC1)n1nnnc1-2
  CHT allo act: i
  STK33 inh: -3.2
  CHT inh: i

# (next part)
SMILES,CHT allo act,STK33 inh,CHT inh
CC(C)(CC(=O)O)CC(=O)N1CCCN(c2nc3ccc(Cl)cc3s2)CC1,i,0.3,i
O=C(c1ccco1)N1CCN(c2ccc(S(=O)(=O)N3CCCC3)cc2)CC1,i,-4.0,i
Cc1ccc(S(=O)(=O)NCC(=O)OCC(=O)Nc2ncc(Cl)cc2Cl)cc1,i,0.1,i
COc1ccc(NC(=O)CSCC(=O)Nc2cc(Cl)ccc2N2CCOCC2)cc1,i,1.1,i
Cc1cccc(C(=O)NC2CCCc3ccccc32)c1 (stereo not given),i,-1.1,i
CCn1cc(CN2CCN(CCC(C)C)C(CCO)C2)c2ccccc21 (stereo not given),i,0.3,i
CCN1CCCC(OC(=O)c2cc(-c3ccccc3Cl)nc3ccccc23)C1 (stereo not given),i,-1.4,i
C/C(=N/NC(=O)c1cccs1)c1cccc(N)c1,i,0.8,i
Cc1ccc(Sc2ncccc2COC(=O)Nc2ccccc2)cc1,i,-1.5,i
Cc1cc(C(=O)CSc2nnnn2-c2ccccc2)c(C)n1CCc1ccccc1,i,-0.6,i
O=C(c1ccccc1)N1CCN(C(=O)N2CCCCC2)CC1,i,-3.5,i
Cc1cnccc1CNC(=O)CC1C(=O)NCCN1CC(C)(C)C (stereo not given),i,1.6,i

# Full records, quoted from the list.
# Shown for O=C(c1ccccc1)N1CCN(C(=O)N2CCCCC2)CC1 = CHT allo act = i; STK33 inh = -3.5; CHT inh = i
# Shown for CCn1cc(CN2CCN(CCC(C)C)C(CCO)C2)c2ccccc21 (stereo not given) = CHT allo act = i; STK33 inh = 0.3; CHT inh = i
# Shown for Cc1cnccc1CNC(=O)CC1C(=O)NCCN1CC(C)(C)C (stereo not given) = CHT allo act = i; STK33 inh = 1.6; CHT inh = i

# Only CHT allo act, for 4 of the compounds above:
compound	CHT allo act
COc1ccc(NC(=O)CSCC(=O)Nc2cc(Cl)ccc2N2CCOCC2)cc1	i
Cc1cccc(C(=O)NC2CCCc3ccccc32)c1 (stereo not given)	i
CCn1cc(CN2CCN(CCC(C)C)C(CCO)C2)c2ccccc21 (stereo not given)	i
CCN1CCCC(OC(=O)c2cc(-c3ccccc3Cl)nc3ccccc23)C1 (stereo not given)	i

# New compounds follow:
SMILES,CHT allo act,STK33 inh,CHT inh
CCOC(=O)CN1CCC(c2cc(-c3ccc(Cl)cc3)n[nH]2)CC1,i,-2.1,i
CC1(C)Cc2cccc(OCC(N)=O)c2O1,i,-0.4,i
Cc1ccccc1Nc1nccc(N(C)C)c1C#N,i,-0.2,i
COc1ccc(/C=C(/NC(=O)c2ccccc2)C(=O)N/N=C/c2ccncc2)c(OC)c1,i,-1.5,i
COCCNC(=S)Nc1cc2oc3ccccc3c2cc1OC,i,1.0,i
CCOC(=O)c1cc2sccc2n1CC(=O)Nc1ccc(OC)c(OC)c1,i,-2.6,i
OCC1(Cc2cccc(F)c2)CCN(Cc2ccc3cccc(F)c3n2)CC1,i,-3.6,i
Cc1ccc(NC(=O)C2CCN(S(C)(=O)=O)CC2)cc1C,i,-0.8,i
CCOC(=O)c1sc(NC(=O)CSc2nnnn2-c2ccccc2)c(C(=O)OCC)c1C,i,0.0,i
CCC(=O)NC(c1ccccc1)c1c(OC(C)=O)ccc2ccccc12 (stereo not given),i,0.3,i
COc1ccccc1N1CCN(S(=O)(=O)CCNC(=O)CC2CCCCC2)CC1,i,-0.3,i
Cc1ccc(-n2nc3c(=O)n(C(C)C(=O)NCc4ccco4)nc(C)c3c2C)cc1 (stereo not given),i,0.2,i
Cc1ccccc1OCCCn1c(=O)sc2ccccc21,i,0.3,i
CNS(=O)(=O)c1ccc(NC(=O)Nc2ccc3c(c2)OCO3)cc1,i,-0.1,i
COc1ccc(Cn2cc([N+](=O)[O-])nc2C)cc1[N+](=O)[O-],i,-1.3,i
Cn1nnnc1NCc1cccc(Cl)c1Cl,i,-0.1,i
O=C(NC1CCCC1)C1CC(=O)N(c2ccccc2)C1 (stereo not given),i,-0.4,i
Cn1nnnc1SCC(=O)Nc1ccccc1C(=O)NCc1ccccc1,i,0.3,i
CCOc1ccc(Br)cc1S(=O)(=O)Nc1ccc(C(=O)Nc2ccccc2OC)cc1,i,-0.7,i
c1nc(NC2CCCC2)c2[nH]cnc2n1,i,14,i
O=C(C1CCCN(Cc2ccc(F)cc2)C1)N1CCCCC1 (stereo not given),i,-1.4,i
COCCn1c(SCC(=O)N2CCCC2)nnc1-c1ccco1,i,-0.9,i
CCCn1c(SCC(=O)NCc2ccco2)nc2c1c(=O)n(C)c(=O)n2C,i,-0.9,i
O=C(Nc1ccc2c(c1)OCO2)C1CC(=O)N(c2ccc(F)cc2)C1 (stereo not given),i,-3.8,i

# Part of the list above, reformatted:
SMILES	CHT allo act	STK33 inh	CHT inh
COc1cccc(C(=O)Oc2cc3c4c(c2)C(C)=CC(C)(C)N4C(=O)C3=O)c1	i	-1.7	i
CCOc1ccc2nc(NC(=O)COc3ccc(N(C)S(=O)(=O)c4ccc(C)cc4)cc3)sc2c1	i	-0.9	i
Cn1c(CNC(=O)c2ccccc2F)nnc1SCc1ccc(F)cc1	i	0.5	i

# (list continues)
SMILES,CHT allo act,STK33 inh,CHT inh
Cc1c(NC(=O)C(C)OC(=O)c2cccs2)c(=O)n(-c2ccccc2)n1C (stereo not given),i,6.1,i
CN(C)CCNC(=O)CCCNC(=O)Cn1cnc2sc3c(c2c1=O)CCCC3,i,-0.5,i
O=C(Nc1ccccc1)/C(=C\c1ccncc1)NC(=O)c1ccccc1,i,-1.2,i
O=C(Nc1ncc2c(n1)CC(c1ccccc1)CC2=O)c1ccco1 (stereo not given),i,2.1,i
Cc1ccc(Cn2nc(C)c(NC(=O)CSc3n[nH]c(C)c3[N+](=O)[O-])c2C)cc1,i,-0.5,i
COc1ccccc1Oc1nc([N+](=O)[O-])nn1CC(N)=O,i,-0.5,i
COc1ncccc1-c1nnn(-c2ccccc2Br)n1,i,-0.3,i
CN(C)N1C(=O)CC(N2CCCC2)C1=O (stereo not given),i,0.6,i
